Screens: PubChem, National Center for Advancing Translational Sciences (NCATS)
mIDH1 inhibitor: blocks human mutant IDH1 R132H enzyme. AID 602179. IDH1-R132H enzyme, NADPH consumption, diaphorase/resazurin fluorescence. 0.093% of 390,000 active. O75874. Potency, µM (titrated, usually from 76.6 µM), for inactives: at the highest dose activity change, negative = inhibition, hits mostly inhibitors; further: potency means the concentration at half of the fitted maximal effect; on the % scale 0 is the no-effect control and ±100 the full control effect; nearly all actives have a fitted effect of over 65% in size
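IDH1-R132H (0.5 ug/mL) preincubated 30 min with compound, then NADPH (0.016 mM) and alpha-KG (2 mM) added; 80 min at RT, pH 7.5. Remaining NADPH coupled via diaphorase/resazurin to fluorescence (540/590 nm); concentration-response curves normalized to no-enzyme control.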
Vif-APOBEC3F blk: blocks the Vif interaction with APOBEC3F; HeLa A3F-eYFP + Vif (tagged APOBEC3F with the HIV-1 protein that degrades it), YFP fluorescence increase; Potency, µM (doses to about 46.1 µM), inactives show at the top dose activity, negative = active; 0.2% of 390,000 active; AID 602313; further: potency means the concentration at half of the fitted maximal effect; % of control where 0% means no effect; nearly all actives have a fitted effect of over 65% in size
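HeLa cells stably expressing A3F-eYFP plus Vif, plated and incubated overnight at 37 deg C, then exposed to compounds overnight at 37 deg C. Blocked degradation read as raised yellow fluorescence (Ex 488/Em 500-530).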
PI4K2A inh: inhibitors of human PI4K2A; Q9BTU6; purified PI4K2A, ADP-Glo luminescence, 1 h; active compounds read low; activity change, negative = inhibition, % at 76.9 µM; 0.13% of 420,000 active; AID 1346378; in the data active means activity change below about -50%; inconclusive means mostly about -30% to -49%;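 further: -100% = wells without enzyme as full effect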
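In this quantitative HTS, ADP production by PI4K2A was quantified luminescently after 1 h at ambient temperature; 100 microM adenosine served as plate-quality control.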
GRP78 ERSR act: ER stress response induction in glioma; Potency, µM, for the others: top-dose activation, hits mostly activators; U87-MG GRP78 promoter luciferase reporter, 16 h; AID 602332; 0.02% of 420,000 active; further: potency means the concentration at half of the fitted maximal effect; series mostly up to about 76 µM; % of control where 0% means no effect; nearly all actives have a fitted effect of over 35% in size
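Stably transfected U87-MG human glioma cells carrying a GRP78-based luminescent sensor were seeded at 1000 cells/well, pin-dosed with compounds and incubated 16 h. Luciferase reagent was then added, and end-point luminescence was read after 10 min at room temperature.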
LDHA block: LDHA (human) enzyme inhibition; P00338; purified LDHA, NADH/diaphorase-resazurin fluorescence; active compounds read low; activity change, % (values are at about 110 or 230 µM); 0.15% of 480,000 active; AID 1347041; in the data active means activity change below about -30%; inconclusive means mostly about -25% to -30%;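 further: plate controls were DMSO wells for no effect and wells without enzyme for full effect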
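Resorufin fluorescence (ex540/em590), read at 0 and 20 min after diaphorase/resazurin addition, reports the NADH left after a 5 min room-temperature reaction of 2 nM human LDH5 with 0.06 mM NADH and 0.2 mM pyruvate.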
USP1-UAF1 inh: inhibitors of human USP1/UAF1 deubiquitinase; recombinant USP1/UAF1, Ub-Rhodamine cleavage fluorescence; Potency, µM (series often up to 57.1 µM), for inactives: at the highest dose activity change, negative = inhibition, actives largely listed as inhibitors; 0.23% of 390,000 active; further: potency means the concentration at half of the fitted maximal effect; on the % scale 0 is the no-effect control and ±100 the full control effect; nearly all actives have a fitted effect of over 60% in size; inactives centre near -12
Target sequence (O94782 whole entry, looked up): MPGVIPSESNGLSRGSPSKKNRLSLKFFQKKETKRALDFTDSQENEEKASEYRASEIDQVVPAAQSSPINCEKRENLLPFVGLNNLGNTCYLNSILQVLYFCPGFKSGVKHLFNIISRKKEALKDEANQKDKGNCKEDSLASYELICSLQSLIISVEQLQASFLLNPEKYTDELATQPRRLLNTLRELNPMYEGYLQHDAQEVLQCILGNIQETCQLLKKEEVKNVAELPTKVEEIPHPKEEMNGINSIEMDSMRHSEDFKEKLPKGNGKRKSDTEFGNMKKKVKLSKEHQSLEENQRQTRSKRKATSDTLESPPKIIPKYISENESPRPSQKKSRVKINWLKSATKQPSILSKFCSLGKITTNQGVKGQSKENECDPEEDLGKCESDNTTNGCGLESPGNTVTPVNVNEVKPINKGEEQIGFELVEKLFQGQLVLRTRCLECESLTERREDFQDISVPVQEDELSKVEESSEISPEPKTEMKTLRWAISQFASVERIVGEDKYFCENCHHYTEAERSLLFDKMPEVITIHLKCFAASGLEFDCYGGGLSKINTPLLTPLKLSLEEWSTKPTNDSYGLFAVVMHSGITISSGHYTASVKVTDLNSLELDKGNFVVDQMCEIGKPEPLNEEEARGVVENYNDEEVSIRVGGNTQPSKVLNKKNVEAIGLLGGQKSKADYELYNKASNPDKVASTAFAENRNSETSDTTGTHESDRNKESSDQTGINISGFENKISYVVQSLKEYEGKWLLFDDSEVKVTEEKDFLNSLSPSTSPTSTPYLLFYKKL
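1 nM enzyme complex + cpd, 15 min RT; start with Ub-Rho 150nM final; kinetic fluorescence ex 480/em 540, 6 reads q60 s. Buffer 50mM HEPES pH 7.8, 0.5mM EDTA, 0.1 mg/ml BSA, 1mM TCEP, 0.01% Tween-20.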
TrxR1 substrate: is turned over as a substrate by rat TrxR1; O89049; purified TrxR1 substrate turnover, NADPH consumption readout; Potency, µM (highest dose often 114 µM), without a hit: top-dose activity change, negative = substrate turnover; 0.01% of 390,000 active; AID 588456; further: potency means the concentration at half of the fitted maximal effect; on the % scale 0 is the no-effect control and ±100 the full control effect; nearly all actives have a fitted effect of over 50% in size
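Rat TrxR1, dispensed at 90 nM, was prereduced with 400 uM NADPH (final) for 5 min at ~22 deg C, then incubated with compound 15 min before 400 uM selenite. A first-read NADPH fluorescence drop versus no-compound background flagged substrates.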
RXFP1 ag: RXFP1 (human) receptor agonism; Q9HBX9; HEK293T-RXFP1 cAMP TR-FRET, 30 min; response scale: percent of porcine relaxin response, buffer zero; Potency, µM (highest dose often 57.5 µM), without a hit: at the highest dose activation, usual class: activators; 0.3% of 370,000 active; further: potency means the concentration at half of the fitted maximal effect; on the % scale 0 is the no-effect control and ±100 the full control effect; nearly all actives have a fitted effect of over 60% in size; many of its hits are not listed in these tables
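Agonist response is measured as cAMP accumulation in an RXFP1-transfected HEK293T line under PDE4 inhibition. Values are scaled between buffer-only and 29 nM porcine relaxin, and EC50s come from standard Hill equation fits.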
Vif-APOBEC3G blk: Vif-A3G binding inhibition; Q9HC16; HeLa A3G-eYFP + Vif (tagged APOBEC3G with the HIV-1 protein that degrades it), YFP fluorescence, overnight; Potency, µM (series often up to 46.1 µM), for inactives: at the top dose activity, negative = active, usual class: inhibitors; 0.076% of 410,000 active;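 further: potency means the concentration at half of the fitted maximal effect; on the % scale 0 is the no-effect control and ±100 the full control effect; nearly all actives have a fitted effect of over 60% in size; hits raise eYFP signal because A3G escapes Vif-driven loss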
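HeLa cells stably expressing Vif and C-terminally eYFP-tagged A3G, seeded overnight at 37 deg C, then exposed to compound by pintool overnight at 37 deg C. Rise in yellow fluorescence (Ex 488/Em 500-530, Acumen) marks blocked Vif-driven A3G degradation.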
* = called active by the depositor; u = inconclusive; x = no result given; & = joins results of further samples; [ ] = another dose, or the depositor's remark. Unless noted, the call rests on the fitted dose curve; in most records, active means well fitted curve in the direction sought with a large enough effect; inconclusive means small, poorly fitted or top-dose-only effect, or another doubt; inactive means no such curve, though single readings can be large; an effect the other way counts as inactive or inconclusive.

SMILES | mIDH1 inhibitor | Vif-APOBEC3F blk | PI4K2A inh | GRP78 ERSR act | LDHA block | USP1-UAF1 inh | TrxR1 substrate | RXFP1 ag | Vif-APOBEC3G blk
Nc1cc(-c2ccccc2)nn1S(=O)(=O)c1ccc(Br)cc1 | -5.7% | 0.3% | -5.6 | -2.6% | -2.6 | -13.6% | 0.1% | -0.5% | -7.5%
C/C(=N\Nc1ccccc1)c1cccs1 | -0.8% | 0.5% | -2.3 | -1.8% | -7.3 | -6.0% | 2.2% | x | -4.5%
Cc1ccc(C(=O)NC(Cc2ccc(C(C)(C)C)cc2)C(=O)O)cc1 (centres undefined) | 15.8% | 1.1% | -1.6 | -0.4% | -3.6 | -1.5% | 0.5% | x | -1.7%
O=C(NCC1CCCO1)c1ccc2c(c1)N(Cc1ccc(F)cc1Cl)C(=O)CS2 (centres undefined) | 0.6% | 1.1% | -4.3 | -0.4% | -1.0 | -24.7% | 8.1%[57.1 µM] | 2.0% | 5.6%
O=C(N/N=C/c1cc(Br)c(O)c([N+](=O)[O-])c1)C(O)(c1ccccc1)c1ccccc1 | -3.7% | 6.1% | -2.9 | -1.8% | -10.9 | -26.8% | -17.9% | x | -3.7%
COc1ccc(Cl)cc1NC(=O)Cc1coc2c(C)c(C)ccc12 | -14.8% | -11.6% | 2.1 | -1.5% | 4.9 | -14.8% | -11.2% | -3.2% | 3.4%
CCOc1ccc(Cl)cc1-c1cc(C(=O)NCCc2ccncc2)[nH]n1 | x | x | -6.6 | -3.6% | -3.8 | x | x | x | -3.2%
CC12CN3CC(C)(CN(C1)C3c1cc3ccccc3[nH]1)C2=O (centres undefined) | 5.8% | -4.9% | -17.0 | -0.3% | -6.2 | -23.5% | 3.4% | 1.1% | 0.0%
CN1CCN(c2ccc(Cl)cc2NC(=O)/C=C/c2cccc(F)c2)CC1 | 11.3% | 11.3% | 2.1 | -5.5% | -1.8 | -18.8% | 1.0% | -3.7% | -5.3%
CN(C)c1ccc(CC(=O)N2CCCCC2c2cc(C(=O)Nc3ccccc3Cl)no2)cc1 (centres undefined) | x | x | 0.5 | -3.1% | -2.9 | x | x | x | -4.8%
COc1cc(Cl)c(C)cc1NC(=O)CSc1nc2c(c(=O)[nH]1)CCCC2 | x | x | -1.5 | x | -4.2 | -2.3% | -1.4% | -4.0% | x
CN(C)c1ccc(C(=C2c3ccccc3-c3ccccc32)c2ccc(N(C)C)cc2)cc1 | x | x | x | -3.8% | -3.3 | x | -0.2% | x | 1.3%
COc1ccc(S(=O)(=O)N2CCN(C(=S)NCCc3ccccc3)CC2)cc1 | 4.0% | 4.3% | 9.6 | -2.4% | -4.4 | -18.7% | -5.6% | -0.4% | 0.0%
Cc1cccc(-c2nnc3n(CCc4ccccc4)c(=O)c4ccccc4n23)c1 | -19.8% | -4.9% | -11.6 | 4.0% | -8.0 | -19.4% | -3.7% | -6.9% | -0.6%
CCc1ccccc1NNC(=O)c1snnc1C | 0.4% | 1.0% | 0.7 | 2.3% | -0.5 | u | 1.3%[57.1 µM] | 3.7% | -11.9%
CC1=NN(C(N)=S)C(=O)C1N=Nc1ccc(O)cc1 (centres undefined) | 1.4% | -0.7% | 11.0 | 2.7% | 1.3 | -16.9% | -5.7%[57.1 µM] | -0.8% | -3.0%
CCOc1ccc(-n2cc(C(=O)NC(C)C)c3cc(OC)c(OC)cc3c2=O)cc1 | 3.9% | 2.0% | -6.6 | -7.3% | 1.5 | -21.7% | -2.3% | 0.9% | -1.7%
COc1cccc(-n2nnnc2SCC(=O)Nc2ccc(OC)cc2OC)c1 | 8.6% | -12.4% | 10.5 | -2.4% | -2.0 | -12.1% | -5.4% | 1.6% | 0.8%
COc1ccc(/C=N/NC(=O)c2c(C)nc3ccc(Br)cn23)cc1OC | -10.0% | -17.4% | -1.1 | -4.6% | -3.0 | -0.3% | -2.4% | -2.3% | u
CCOc1ccc(OCC)c(S(=O)(=O)NCc2cccnc2)c1 | 4.2% | -6.7% | -2.2 | -4.5% | -3.0 | -12.2% | 2.5% | 1.1% | 0.0%
COC(=O)c1noc(-c2ccc(OC)cc2)n1 | 2.9% | 5.1% | 8.3 | -3.3% | -5.2 | -12.2% | 7.4%[57.1 µM] | 1.0% | -0.5%
Cc1ccc2cc(CN(Cc3ccccc3)Cc3nnnn3C3CCCC3)c(=O)[nH]c2c1 | 2.9% | -3.8% | -2.5 | -1.4% | 8.0 | -7.5% | -3.4% | -0.3% | -0.1%
Cc1csc(CNC(=O)C2CCC(=O)N(CCCc3ccccc3)C2)n1 (centres undefined) | -0.1% | -19.2% | 4.9 | -0.2% | -3.4 | -5.1% | 14.1%[57.1 µM] | -1.1% | 1.1%
COC(=O)C(=CC(=CN(C)C)C=C(C(=O)OC)C(=O)OC)C(=O)OC | -0.7% | 3.6% | -3.7 | -1.6% | -2.9 | 9.1% | -20.6% | 3.8% | 0.0%
NS(=O)(=O)c1cccc(NC(=O)COC(=O)CCCc2c[nH]c3ccccc23)c1 | 5.0% | -7.3% | 0.8 | 4.7% | -4.9 | -3.9% | -4.8% | 0.1% | 0.2%
COc1ccccc1CNC(=O)c1ccc2nc(N3CCCCC3)sc2c1 | 14.4% | 4.1% | -3.9 | 1.3% | 1.5 | -11.9% | 2.8% | -7.7% | 3.8%
CCOC(=O)N1CCc2c(sc(NC(=O)CN(CC)CC)c2C#N)C1 | 0.3% | -28.6% | 4.3 | -4.2% | 0.1 | -12.8% | -0.7% | -1.5% | 4.3%
COc1cc(CC(=O)N2CCC(n3nccc3NC(=O)C3CC3)CC2)cc(OC)c1OC | 7.2% | 6.0% | 3.7 | -2.3% | -6.0 | -14.9% | -8.3% | 3.0% | 0.1%
O=C1CCc2cc(S(=O)(=O)N3CCCCC3)cc3c2N1CC3 | -2.3% | -10.3% | 1.4 | -3.9% | -2.3 | -5.4% | 3.4%[57.1 µM] | 0.2% | 1.6%
COc1ccc(-c2csc(NC(C)c3nc4cc(Cl)c(N5CCCCC5)cc4n3CCCO)n2)cc1 (centres undefined) | 1.6% | 0.1% | -4.8 | 0.2% | 2.6 | -24.0% | -7.5%[57.1 µM] | x | -15.8%
Cc1noc(C)c1COc1ccc(C(=O)Nc2ccccn2)cc1 | -2.7% | -1.3% | -1.3 | 6.6% | -13.3 | -22.8% | -1.3% | 1.1% | 3.7%
COc1ccc(N(CC(=O)NCCc2ccccc2)S(=O)(=O)c2ccc(OC)c(OC)c2)cc1 | 4.6% | -0.8% | -3.4 | -1.5% | -0.3 | -11.7% | 4.4% | -1.8% | 1.3%
COc1cc(C)c(C)cc1S(=O)(=O)NC1CC(C)(C)NC(C)(C)C1 | -2.9% | 5.8% | 2.9 | -2.4% | -3.2 | -7.8% | -3.4% | -0.4% | -0.5%
COc1cccc(CSc2nnc(CSc3nc4nc(C)cc(C)n4n3)s2)c1 | -4.1% | 2.1% | 12.9 | -2.3% | 0.5 | -5.3% | 2.8%[57.1 µM] | 3.3% | 2.2%
Cc1ccc(C)c(N2CCN(C(=O)CCc3nc(-c4ccccc4F)no3)CC2)c1 | 5.1% | 2.6% | 1.3 | -0.4% | -1.9 | -24.4% | -1.8% | x | 2.3%
Cc1ccccc1CNC(=O)CCS(=O)(=O)c1cc2c3c(c1)CCN3C(=O)CC2 | 14.0% | 0.3% | 1.6 | -2.0% | -0.3 | -24.6% | 0.6%[57.1 µM] | 1.8% | 2.2%
CC(=O)Nc1ccc(-c2sc(Nc3ccccc3)n[n+]2C)cc1 | -6.4% | 11.3% | 0.2 | 1.0% | 0.8 | -25.8% | 10.1%[57.1 µM] | u | 0.6%
COc1ccc(N2C(=O)Cc3c2nc(N)c(C#N)c3N)cc1 | -3.2% | -14.7% | 10.4 | 0.8% | -7.8 | -1.7% | -1.4% | 1.1% | -4.0%
CS(=O)(=O)N(CC(=O)NCCSc1ccccc1)c1ccc2c(c1)OCO2 | 5.1% | 0.0% | 11.9 | 2.2% | -11.7 | -22.5% | 3.4%[57.1 µM] | 4.0% | -0.7%
COc1ccccc1CNC(=O)C1CCN(S(=O)(=O)c2c(C)noc2/C=C/c2cccs2)CC1 | -19.3% | 11.5% | -8.4 | -1.9% | -10.7 | -16.1% | -2.0% | 5.0% | 2.1%
CN1CCC(=O)N([C@H](CSc2ccccc2)Cc2ccccc2)CC1 | -11.4% | -1.5% | -1.6 | -4.4%&-4.7% | -2.2 | -15.2% | -4.9%&11.1% | 0.7% | 2.1%&-0.1%
CSc1ncc(CN2CCCC(C(=O)Nc3ccc(-c4ccco4)cc3)C2)cn1 (centres undefined) | 1.4% | -1.0% | -9.3 | -5.2% | -9.6 | -15.3% | -7.2% | 4.8% | -9.5%
O=C(Nc1ccc([N+](=O)[O-])cc1)c1cc2ccccc2nc1Cl | 6.7% | -7.0% | -6.6 | 4.2% | -2.9 | -4.1% | -8.4% | -4.5% | 0.7%

These rows are one share of the data; rates above refer to the full screens.
